Bioassay records: PubChem, several laboratories
MBD2 DNA inh = blocks human MBD2 binding to methylated DNA | TR-FRET, MBD2 binding to methylated oligonucleotide | inhibition, % at 4.4 µM | 370,000 compounds, 0.31% hits; in the data active = inhibition above about 13%
SIAE primary = inhibitors of human sialic acid acetylesterase SIAE. AID 1053197. inhibition, % at 9.66 µM. SIAE FP-Rh probe binding, fluorescence polarization. 370,000 compounds, 0.69% hits. Q9HAT2;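 active = inhibition above a cutoff: mean of compounds within the control limits plus 3 SD of those, cut at about 17% in these data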;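 also: 0% = plate median of compound wells and 100% = probe without SIAE protein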
ABHD4 inh = inhibits mouse alpha/beta hydrolase domain 4; purified mABHD4, FP-Rh probe fluorescence polarization; inhibition, % at 8.92 µM; AID 720543; Q8VD66; 370,000 compounds, 0.54% hits;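 active = inhibition exceeding the mean over every tested compound plus 3 SD, cut at about 30% in these data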;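 also: 0% = plate median of compound wells and 100% = S159A mutant with DMSO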
Target sequence (Q8VD66 whole entry, looked up, the tested form may be a part): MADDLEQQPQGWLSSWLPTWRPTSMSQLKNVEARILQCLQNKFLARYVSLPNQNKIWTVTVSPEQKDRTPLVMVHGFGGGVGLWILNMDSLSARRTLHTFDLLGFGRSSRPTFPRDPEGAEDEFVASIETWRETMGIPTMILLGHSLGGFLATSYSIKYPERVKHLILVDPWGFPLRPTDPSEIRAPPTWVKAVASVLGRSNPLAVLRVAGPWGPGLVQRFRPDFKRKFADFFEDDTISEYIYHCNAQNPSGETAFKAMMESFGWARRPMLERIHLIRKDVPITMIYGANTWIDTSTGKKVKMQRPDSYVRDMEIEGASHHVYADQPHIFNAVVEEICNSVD
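Material: mouse ABHD4 enzyme, wild type; Benchmarks: S159A mutant high control, sample median low control; Buffer or medium: HEPES pH 7.0, NaCl, Pluronic buffer; Signal: fluorescence polarization; Read-out: percent inhibition of probe binding, normalized to plate controls; Timing: pre-incubation 45 min, probe exposure 60 min, at 25 °C; Dosing: 8.92 µM, single dose.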
HTRA1 inh = inhibitors of human serine peptidase HTRA1. inhibition, % at 5.96 µM. Q92743. recombinant HTRA1, FP-rhodamine activity-based probe, fluorescence polarization. AID 504803. 340,000 compounds, 0.5% hits; in the data active = inhibition above about 36%;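 also: 0% = enzyme with DMSO and 100% = wells lacking enzyme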
TCR CD3 inh = blocks the human TCR-CD3 interaction; TAMRA-labeled TCR probe fluorescence, biochemical; inhibition, % at 9.4 µM; 360,000 compounds, 0.37% hits; AID 651800; in the data active = inhibition above about 19%;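 also: recombinant mutant TCR 2C K166C tagged with TAMRA read by polarization; 0% = receptor in buffer alone and 100% = receptor with positive control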
LEDGF integ inh = blocks HIV-1 LEDGF/p75-dependent DNA integration | TR-FRET IN-LEDGF/p75 DNA integration, Eu/Cy5 | inhibition, % at 3.7 µM | 370,000 compounds, 0.64% hits | AID 743269;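 active = inhibition above the screen-wide mean plus 3 SD, cut at about 13% in these data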;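 also: signal is the Cy5 over europium emission ratio at 671 and 618 nm; 0% = plate median of compound wells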
NPR2 activator = GC-B (human) receptor activation; 370,000 compounds, 0.11% hits; HEK293-GC-B cells, CNP EC30, cGMP TR-FRET; 0% at EC30 CNP, 100% saturating CNP; activation, % at 10 µM;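 active = activation at 10 µM reaching about 35% in either raw or pattern-adjusted values, limit read from the data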
TDP2 inh = blocks human TDP2 phosphodiesterase activity; 370,000 compounds, 0.34% hits; inhibition, % at 12.8 µM; O95551; recombinant TDP2, T5PNP hydrolysis, p-nitrophenol absorbance 415 nm;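 active = inhibition above the mean of all tested compounds plus 3 SD, set per campaign, cut at about 25% in these data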;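 also: 0% = DMSO with enzyme and 100% = buffer with substrate but no TDP2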
Target sequence (O95551 whole entry, looked up): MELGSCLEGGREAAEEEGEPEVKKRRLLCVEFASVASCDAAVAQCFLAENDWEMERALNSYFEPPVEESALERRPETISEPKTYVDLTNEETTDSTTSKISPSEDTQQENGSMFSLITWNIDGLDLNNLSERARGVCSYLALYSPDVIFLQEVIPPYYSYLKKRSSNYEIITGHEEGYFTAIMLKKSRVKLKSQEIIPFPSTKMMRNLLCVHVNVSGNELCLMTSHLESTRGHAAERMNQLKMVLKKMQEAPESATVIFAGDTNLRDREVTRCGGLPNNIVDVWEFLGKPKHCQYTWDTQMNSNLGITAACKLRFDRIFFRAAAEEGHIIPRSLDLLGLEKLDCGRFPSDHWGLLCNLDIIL
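Incubation: 2 h at 37 °C; Test system: recombinant human TDP2; Quantity: enzyme 120 nM; Read-out basis: percent inhibition; Medium: 50 mM Tris-HCl pH 7.5 with Mg2+, KCl, DTT, BSA; Repeats: single replicate; Compound: 12.8 µM single point, 1% DMSO; Signal: epi absorbance; Reagent: 5 mM T5PNP chromogenic substrate; Benchmarks: no-enzyme high, DMSO-plus-enzyme low.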
rCAG binder = molecules binding r(CAG) RNA repeats; AID 651821; 370,000 compounds, 1.3% hits; r(CAG) RNA repeat, TO-PRO-1 dye displacement fluorescence; inhibition, % at 3 µM;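 active = inhibition above the plate cutoff, the mean of all test compounds on that plate plus 3 SD, cut at about 35% in these data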;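 also: 0% = DMSO alone and 100% = 100 µM mitoxantrone as full dye displacement; higher means more dye released from RNA so lower well fluorescence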
PRMT1 inh = blocks human protein arginine methyltransferase 1. Q99873. recombinant PRMT1, activity-based probe fluorescence polarization. inhibition, % at 2.79 µM. 370,000 compounds, 1.3% hits. AID 652257;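 active = inhibition above about 21% made by adding two undisclosed values, limit read from the data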
Target sequence (Q99873 whole entry, looked up): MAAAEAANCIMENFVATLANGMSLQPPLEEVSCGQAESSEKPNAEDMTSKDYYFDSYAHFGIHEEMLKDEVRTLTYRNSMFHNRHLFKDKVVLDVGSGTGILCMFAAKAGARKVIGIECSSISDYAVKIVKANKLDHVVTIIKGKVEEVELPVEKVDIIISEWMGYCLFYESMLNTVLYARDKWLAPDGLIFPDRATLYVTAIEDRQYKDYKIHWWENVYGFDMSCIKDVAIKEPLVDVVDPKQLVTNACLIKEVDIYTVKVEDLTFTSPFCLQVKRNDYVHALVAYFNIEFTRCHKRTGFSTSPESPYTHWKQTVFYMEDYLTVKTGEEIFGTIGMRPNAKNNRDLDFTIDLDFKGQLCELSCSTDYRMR
The depositor's hits bear a star; . = no result given. This is a subset; count on the stated rates, not on these rows.

SMILES	MBD2 DNA inh	SIAE primary	ABHD4 inh	HTRA1 inh	TCR CD3 inh	LEDGF integ inh	NPR2 activator	TDP2 inh	rCAG binder	PRMT1 inh
Cc1ccc(-c2csc(NC(CO)c3nc4ccccc4n3CCOCCO)n2)cc1 (centres undefined)	4	5	6	7	1	0	-5	0	3	7
O=C(Cn1cnc2ccccc2c1=O)Nc1ccc2c(c1)CCC2	3	-2	-4	-4	0	3	2	-3	5	3
C=CC(=O)NN(C)c1ncc(C(F)(F)F)cc1Cl	5	1	0	2	1	-2	-2	0	-2	-2
CCOC(=O)c1cc(NC(=O)CN2CCCC2)cc(C(=O)OCC)c1	0	-2	-1	-8	-7	4	4	-12	-7	-4
CC(C)CCNC(=O)C1CCC(CNc2c(N3CCC(C)CC3)c(=O)c2=O)CC1 (centres undefined)	2	0	-12	-2	-2	4	-9	-1	-6	-5
CC(C)c1nnc(NC(=O)CCC(=O)NCc2ccc3c(c2)OCO3)s1	5	-4	4	1	3	4	-2	13	-3	1
O=C(CSc1cccc[n+]1[O-])Nc1cc(S(=O)(=O)N2CCOCC2)ccc1Cl	1	-1	8	2	-4	1	3	8	-1	-3
Cc1ccc(NC(=O)CN(C)C(=O)COc2c(Cl)cc(Cl)c3ccc(C)nc23)cc1	5	3	1	3	2	2	-2	5	2	-2
COC(=O)CN1C(=O)[C@@H]2[C@H](C1=O)[C@@H]1CC(C(=O)OC)=C[C@@H](C(=O)OC)[C@@H]3C1=C(C(=O)[C@]3(C)NC(=O)c1ccccc1)[C@@H]2C	2	2	0	5	2	0	1	-10	8	0
CCN1CCN(Cc2cc(=O)oc3ccc(Cl)cc23)CC1	8	9	13	0	-7	-2	6	12	-2	4
O=S(=O)(c1cc(Cl)ccc1Cl)N1CCN(c2ccccn2)CC1	1	-5	-1	-4	1	0	-4	-3	2	1
CCN(C(=O)COC(=O)c1ccc(COc2ccc3c(C)cc(=O)oc3c2)cc1)C1CCS(=O)(=O)C1 (centres undefined)	-6	-6	-4	-13	2	-3	-1	0	3	-1
O=C(O)c1cc(-c2cc(C(=O)O)c3ccccc3n2)ccc1O	1	-5	5	-2	1	-3	-2	4	2	3
Nc1ccn([C@@H]2O[C@H](CNCc3cccc4c3sc3ccccc34)[C@@H](O)[C@H]2O)c(=O)n1	-8	5	10	2	-3	1	1	8	5	0
S=c1[nH]nc(-c2ccc3ccccc3n2)n1-c1ccc2ncccc2c1	1	-4	12	2	-1	-6	0	-7	14	21*

4 entries drawn at random from those above, as already listed:
SMILES	MBD2 DNA inh	SIAE primary	ABHD4 inh	HTRA1 inh	TCR CD3 inh	LEDGF integ inh	NPR2 activator	TDP2 inh	rCAG binder	PRMT1 inh
S=c1[nH]nc(-c2ccc3ccccc3n2)n1-c1ccc2ncccc2c1	1	-4	12	2	-1	-6	0	-7	14	21*
CCN(C(=O)COC(=O)c1ccc(COc2ccc3c(C)cc(=O)oc3c2)cc1)C1CCS(=O)(=O)C1 (centres undefined)	-6	-6	-4	-13	2	-3	-1	0	3	-1
Nc1ccn([C@@H]2O[C@H](CNCc3cccc4c3sc3ccccc34)[C@@H](O)[C@H]2O)c(=O)n1	-8	5	10	2	-3	1	1	8	5	0
O=C(CSc1cccc[n+]1[O-])Nc1cc(S(=O)(=O)N2CCOCC2)ccc1Cl	1	-1	8	2	-4	1	3	8	-1	-3

(continued)
SMILES	MBD2 DNA inh	SIAE primary	ABHD4 inh	HTRA1 inh	TCR CD3 inh	LEDGF integ inh	NPR2 activator	TDP2 inh	rCAG binder	PRMT1 inh
CC[C@]12c3[nH]c4cc(CCC(=O)N(C)C)ccc4c3CCN1C(=O)[C@@H](CC(=O)NCCc1ccccn1)C[C@@H]2C(=O)N1CCN(C(=O)C2CC2)CC1	9	9	9	4	-1	-6	3	0	-2	4
Cc1c(/N=C(\[O-])Nc2ccc(Br)cc2)sn[n+]1C	-4	-4	0	.	-1	1	-4	0	-3	-4
CN(C)/C=C(\C#N)C(=O)N/N=C/c1ccc(Cl)cc1	-3	4	2	-2	8	1	-1	2	0	0
CCOC(=O)c1ccc(NC(=O)c2cc(S(=O)(=O)N3CCOCC3)ccc2O)cc1	-2	-7	-2	-3	-1	2	2	-4	49*	0
O=C(Nc1ccccc1Cl)c1cccc(COc2cc(Cl)ccc2Cl)c1	-3	-5	-7	-4	8	1	-2	-3	1	-1
COc1ccc(CNS(=O)(=O)/C=C/c2ccc(OC)cc2CNC(=O)OC(C)(C)C)cc1	-2	-5	-11	.	.	7	-1	-19	0	-2
CCn1nc(C)c(NC(=O)/C=C/c2ccc(OC)c(COc3ccc(Br)cc3)c2)c1C	2	-2	-7	-8	8	0	15	4	6	-2
Cn1cccc1-c1cc(C(=O)O)[nH]n1	5	-5	2	6	-8	1	12	0	0	2
CN(C)c1cccc(C(=O)N2CCCC(CCC(=O)N3CCN(c4ccccn4)CC3)C2)c1 (centres undefined)	-2	4	3	-5	-3	-2	-2	3	-7	2
CCN(CC)c1ncc(C)c(=O)[nH]1	-4	4	1	3	0	0	6	15	2	0
Oc1ccc(N2CCN(c3nc(-c4cccs4)nc4ccccc34)CC2)cc1	1	2	11	13	4	7	-2	0	14	7
O=C(Nc1nc(-c2ccc(Cl)cc2)cs1)C1=COCCO1	0	0	-6	-14	-3	-2	5	19	2	1
CN(C)CCCN1C(=O)CSC1c1ccc([N+](=O)[O-])cc1 (centres undefined)	8	-3	-10	0	-7	3	2	-3	-2	2
O=C(CCc1ccco1)CCc1ccco1	6	-3	5	-6	-3	1	0	5	10	5
CCOC(=O)c1ccc(-c2c(-c3ccc4c(c3)OCO4)noc2C)cc1F	2	1	-14	-23	0	3	2	-8	-3	2
COc1ccc(C(=O)NCCS(=O)(=O)NCc2ccc(F)cc2)cc1	4	1	4	0	-2	-5	2	-8	-12	1
Cc1cccc(NC(=O)c2cccc3c2-c2ccccc2C3=O)c1C	-1	-5	4	.	.	-2	9	0	4	3
COc1cc(OC)nc(Nc2nc(C(N)CCc3ccccc3)cs2)n1 (centres undefined)	-3	0	18	.	-3	9	-13	-15	18	-4
O=C(c1cccc(NS(=O)(=O)c2cccc(F)c2)c1)N1CCN(c2ccccc2)CC1	-3	2	-8	-18	-1	3	0	-6	9	-3
C(=C\c1ccccc1)/CN1CCN(C(c2nnnn2C2CCCC2)C2CC2)CC1 (centres undefined)	-6	1	1	.	5	-3	2	-3	1	1
CC(=O)Nc1ccc(CCc2nc3ccccc3[nH]2)cc1	0	8	-6	9	-3	-1	-4	8	-2	-2
CC(=O)c1cccc(S(=O)(=O)N2CCC(C(=O)O)CC2)c1	-3	-6	0	-9	4	1	6	-3	2	-2
O=C1NC[C@@H](CCCCN2CCN(Cc3ccccc3)C(=O)C2=O)N(Cc2ccccc2)C1=O	-3	7	0	.	3	2	12	5	2	-1
CCOC(=O)CCC(=O)Nc1ccc(S(=O)(=O)N2CCCCC2)cc1	0	8	5	6	-9	-2	-3	8	-1	3
Cn1c(NNC(=O)c2ccccc2F)cc(=O)n(C)c1=O	-4	0	-2	3	-10	4	5	8	0	7
C[C@@H]1Cc2[nH][nH]c(=O)c2[C@H](C)O1	-2	6	0	.	-3	3	5	4	1	-4
COc1ccc(N2CCN(C(=O)COC(=O)COc3ccc(C#N)cc3)CC2)cc1	3	-1	-10	-3	4	-3	-2	-9	-5	6
COc1ccc(N2C(=O)CC2(C#N)c2ccc(OCc3ccccc3)cc2)cc1 (centres undefined)	4	6	-3	-6	1	2	0	0	-1	-1
C#CCCOC(=O)N1C2=NC(C(=O)OC)=C(C(=O)OC)[C@@H]3Nc4ccccc4[C@]23C[C@H]1C(=O)OC	1	0	9	-3	5	2	0	7	-7	2
Cc1cccc(NC(=O)CN(CC2CCCO2)C(=O)c2cc(S(=O)(=O)N(C)C)ccc2F)c1C (centres undefined)	-6	0	-1	3	-4	2	4	7	2	-1
O=C(O)c1oc2ccccc2c1CSc1ccc(Cl)cc1	-1	2	3	-26	-1	3	-2	-3	40*	4
COc1ccc(-c2[nH]ncc2CN2CCC(c3ccncc3)CC2)cc1F	11	-4	2	6	-6	-1	3	10	-3	-2
c1ccc(CN2CCN(C(c3ccccc3)c3nnnn3Cc3ccccc3)CC2)cc1 (centres undefined)	-5	7	8	-11	-1	4	-2	4	-6	0
CN1c2ccccc2C(C)(C)C12C=Nc1c(cc(N3CCOCC3)c3ccccc13)O2 (centres undefined)	-7	5	12	14	4	14*	-6	53*	8	0
CC(C)N1CC(COc2ccc(Br)cc2)OC1=O (centres undefined)	-2	-3	6	6	1	-2	0	4	-4	1
C=CCSc1nc2sc(-c3ccccc3)cc2c(=O)n1N	-8	-1	0	-1	0	-4	-14	-3	6	0
COc1ccccc1Nc1nc(N)nc(CSC(=S)N2CC(C)CC(C)C2)n1 (centres undefined)	0	-3	-16	-60	-2	3	-3	-8	3	1
CCc1cc(C(=O)N2CCCC(C(=O)c3cccc4ccccc34)C2)n(C)n1 (centres undefined)	-2	4	-1	3	-5	-7	0	-6	-6	5
CC(=O)OC(C)CS(=O)(=O)c1ccccc1 (centres undefined)	2	0	-3	8	2	1	2	-1	1	-1
COc1ccc(S(=O)(=O)N2CCCN(CC(=O)Nc3ccccc3F)CC2)cc1	0	2	0	-6	2	3	1	-10	-6	-7
C=C1C[C@H](O)[C@@H]2[C@H](OC(=O)[C@H]2C)[C@H]2[C@H](C)[C@@H](O)C[C@@H]12	-1	2	2	-5	9	0	6	1	-1	-2
Cc1ccc(S(=O)(=O)NCC(=O)N(CC(=O)NCc2ccco2)Cc2ccc(F)cc2)cc1	-7	-1	-4	7	2	-3	4	-7	-3	2
COc1ccc(C(=O)N/N=C(\C)CC(=O)Nc2ccc3c(c2)OCCO3)c(OC)c1	-1	0	2	3	10	-1	4	0	3	0
COc1cccc(C(=O)Nc2ccc(C(=O)c3ccccc3)cc2)c1	2	-13	-14	-59	-5	-3	-1	7	0	0
CSc1ccccc1C(=O)NC1CCCc2ccccc21 (centres undefined)	0	-3	5	-5	-4	-1	3	7	-1	4
Cc1cc(SCc2ccc(Cl)cc2Cl)nc(=O)[nH]1	2	-3	-4	-18	5	1	-5	3	4	-1
COc1ccc(C(=O)NC2CCN(S(=O)(=O)c3ccc(C)cc3)CC2)cc1	-2	-4	2	4	-2	0	3	17	-5	-3
COc1cc(OC)cc(C(=O)N[C@H](C(=O)OCC(=O)Nc2cccnc2Cl)C(C)C)c1	3	-4	-3	-11	4	-2	-2	-2	-1	-2
COc1ccc(-n2ccnc2SCC(=O)NO)cc1	-3	14	8	15	8	-2	0	9	-2	3
CCCCNC(=O)C[C@@H]1C(=O)N2CCCC3=C2[C@@]1(C(=O)OC)CCCC3	-2	-4	1	.	.	0	-9	-1	2	3
CC(NS(=O)(=O)c1ccc(OCC(=O)N2CCCC2)cc1)c1ccccc1 (centres undefined)	5	-2	3	-7	-11	-2	4	10	-2	2
CC(=O)c1cccc(NC(=O)C2C3CCC(C3)C2C(=O)O)c1 (centres undefined)	0	3	-4	2	-7	-8	4	-10	-2	4
